High-throughput results deposited in PubChem BioAssay by National Center for Advancing Translational Sciences (NCATS).
D2 ag: activates the human D2 dopamine receptor | P14416 | HEK293 T-REx D2 cells, calcium flux agonist mode | activation, % at 2 µM | 340,000 compounds, 0.53% hits | AID 485358;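 active = activation over 3 SD above normal in the single-dose calcium agonist read, cut at about 30% in these data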; also: 0% is about no effect
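Agonism is scored from calcium flux in a force-coupled, inducible HEK293 cell line expressing D2, read kinetically for 180 s after compound addition against dopamine controls.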
Vif-A3G inh: blocks the Vif interaction with human APOBEC3G; Potency, µM (titrated, usually from 46.1 µM), for the others: at the top dose activity, negative = active, actives largely listed as inhibitors; HeLa A3G-eYFP + Vif (tagged APOBEC3G with the HIV-1 protein that degrades it), YFP fluorescence, overnight; 410,000 compounds, 0.076% hits; Q9HC16; AID 602310;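 also: potency is read from the fitted curve at half-maximal effect; % is scaled to controls: 0 for no effect and ±100 for the full control effect; nearly all actives have a fitted effect of over 60% in size; hits raise eYFP signal because A3G escapes Vif-driven loss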
Target sequence (Q9HC16 whole entry, looked up): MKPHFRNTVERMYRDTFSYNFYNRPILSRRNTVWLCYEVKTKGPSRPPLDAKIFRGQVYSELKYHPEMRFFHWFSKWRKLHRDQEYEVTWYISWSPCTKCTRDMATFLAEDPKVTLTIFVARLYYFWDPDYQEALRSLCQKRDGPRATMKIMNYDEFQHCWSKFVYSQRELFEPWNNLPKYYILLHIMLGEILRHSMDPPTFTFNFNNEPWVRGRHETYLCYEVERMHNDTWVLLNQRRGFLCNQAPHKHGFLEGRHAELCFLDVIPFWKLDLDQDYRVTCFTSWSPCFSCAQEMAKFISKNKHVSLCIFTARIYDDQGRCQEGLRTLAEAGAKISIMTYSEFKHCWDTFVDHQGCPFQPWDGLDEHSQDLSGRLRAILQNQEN
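HeLa cells stably expressing Vif and C-terminally eYFP-tagged A3G, seeded overnight at 37 deg C, then exposed to compound by pintool overnight at 37 deg C. Rise in yellow fluorescence (Ex 488/Em 500-530, Acumen) marks blocked Vif-driven A3G degradation.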
RGS4 inhibitor: inhibitors of human regulator of G protein signaling 4; Transcreener GDP fluorescence polarization, RGS4-accelerated GTP hydrolysis; P49798; Potency, µM (top dose mostly 114 µM), inactives show at the top dose activity change, negative = inhibition, actives largely listed as inhibitors; 390,000 compounds, 0.039% hits; also: potency is read from the fitted curve at half-maximal effect; % is scaled to controls: 0 for no effect and ±100 for the full control effect; nearly all actives have a fitted effect of over 75% in size; some results filed as inactive show a strong effect at the top dose
Target sequence (P49798 whole entry, looked up): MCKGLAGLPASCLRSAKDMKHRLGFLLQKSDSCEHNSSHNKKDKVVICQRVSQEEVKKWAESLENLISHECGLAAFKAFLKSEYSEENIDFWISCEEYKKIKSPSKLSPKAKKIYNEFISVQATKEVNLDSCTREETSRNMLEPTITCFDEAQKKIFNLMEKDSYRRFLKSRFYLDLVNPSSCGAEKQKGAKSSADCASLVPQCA
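MLSMR compounds (23 nl, pin-transferred) preincubated 10 min at room temperature with a 500nM (2x) first reagent, then RGS4 at 900nM (2x) plus Transcreener GDP mix added; fluorescence polarization (620/688 nm) read before and after 90 min at 30 °C.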
GRP78 ERSR act: ER stress response induction in glioma | U87-MG GRP78 promoter luciferase reporter, 16 h | Potency, µM, inactives show top-dose activation, hits mostly activators | 420,000 compounds, 0.02% hits | AID 602332; also: potency is read from the fitted curve at half-maximal effect; series mostly up to about 76 µM; % of control where 0% means no effect; nearly all actives have a fitted effect of over 35% in size
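Stably transfected U87-MG glioma cells carrying a GRP78-based luciferase sensor; 16 h compound incubation. Luminescence end-point read 10 min after Bright-Glo addition at room temperature.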
ERG-DNA inh: inhibitors of human ERG Ets domain-DNA interaction; 370,000 compounds, 0.028% hits; P11308; Potency, µM (top dose mostly 76.9 µM), for inactives: at the highest dose FP activity, negative = inhibition, most hits filed as inhibitors; fluorescence polarization, His-ERG Ets domain / labelled DNA; active = well fitted inhibition curve with a large enough effect in the polarisation, with a control signal flat; inconclusive = small, poorly fitted or top-dose-only effect, or effect the other way, or a change in a side signal; inactive = no such curve, though single readings can be large or run the other way; the % refers to the polarisation;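 also: polarization taken with two DNA probes labelled with fluorescein and Texas red; potency is read from the fitted curve at half-maximal effect; % of control where 0% means no effect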
Target sequence (P11308 whole entry, looked up, the tested form may be a part): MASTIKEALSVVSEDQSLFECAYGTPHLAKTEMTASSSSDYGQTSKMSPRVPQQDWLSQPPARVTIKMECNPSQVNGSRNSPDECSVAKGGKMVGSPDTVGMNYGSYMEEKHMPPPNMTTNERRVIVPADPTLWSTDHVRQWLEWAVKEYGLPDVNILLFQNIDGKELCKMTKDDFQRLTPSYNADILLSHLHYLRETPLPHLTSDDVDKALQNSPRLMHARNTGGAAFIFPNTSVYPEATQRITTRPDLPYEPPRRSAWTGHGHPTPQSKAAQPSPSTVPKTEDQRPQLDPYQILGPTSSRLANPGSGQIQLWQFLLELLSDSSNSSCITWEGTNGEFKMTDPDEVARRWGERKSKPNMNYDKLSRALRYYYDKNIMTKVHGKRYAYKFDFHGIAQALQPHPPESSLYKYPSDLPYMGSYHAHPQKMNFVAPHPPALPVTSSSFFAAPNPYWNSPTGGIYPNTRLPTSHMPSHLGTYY
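His-tagged ERG Ets domain (1 uM in the protein solution; 300mM KCl, 50mM Tris-HCl, 1mM EDTA, 1mM DTT, pH 7.5) received compound, then a probe mix of 5 nM fluorescein-DNA and 100nM Texas-615-DNA. Fluorescence polarization was read for both dyes.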
12-LOX inh: ALOX12 (human) lipoxygenase inhibition. 580,000 compounds, 1.1% hits. Potency, µM (titrated, usually from 108 µM), without a hit: top-dose activity change, negative = inhibition, hits mostly inhibitors. P18054. purified 12hLO, xylenol orange hydroperoxide absorbance; also: potency is read from the fitted curve at half-maximal effect; % is scaled to controls: 0 for no effect and ±100 for the full control effect
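Purified human 12hLO at 150 nM in 25 mM Hepes, 0.01% Triton X-100, pH 7.0, preincubated 15 min at room temperature with compound. Reaction started with 40 uM arachidonic acid, 30 min at room temperature. Hydroperoxide measured by Fe-xylenol orange, 573/405 nm absorbance ratio.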
Vif-APOBEC3F blk: inhibitors of Vif-A3F interaction. Potency, µM (series often up to 46.1 µM), for the others: at the highest dose activity, negative = active. 390,000 compounds, 0.2% hits. HeLa A3F-eYFP + Vif (tagged APOBEC3F with the HIV-1 protein that degrades it), YFP fluorescence increase; also: potency is read from the fitted curve at half-maximal effect; % of control where 0% means no effect; nearly all actives have a fitted effect of over 65% in size
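HeLa cells stably expressing Vif plus C-terminally eYFP-tagged A3F were seeded, incubated overnight at 37 deg C, dosed with compound, incubated overnight again at 37 deg C. Yellow fluorescence (Ex 488/Em 500-530) reported blocked Vif-mediated A3F-eYFP degradation.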
LDHA block: LDHA (human) enzyme inhibition. P00338. purified LDHA, NADH/diaphorase-resazurin fluorescence; active compounds read low. activity change, % (values are at about 110 or 230 µM). 480,000 compounds, 0.15% hits. AID 1347041; in the data active = activity change below about -30%; inconclusive = mostly about -25% to -30%;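 also: plate controls were DMSO wells for no effect and wells without enzyme for full effect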
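Enzyme activity of human lactate dehydrogenase 5 (2 nM; 0.06 mM NADH, 0.2 mM pyruvate, 5 min, RT) is measured via a resazurin/diaphorase fluorescence readout of residual NADH.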
D2 antagonist: D2 dopamine receptor (human) antagonism; P14416; HEK293 TREx D2 cells, calcium flux, dopamine EC80; inhibition, % at 10 µM; 340,000 compounds, 2% hits; in the data active = inhibition above about 30%; also: 0% is about no effect
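Calcium flux kinetic readout in an inducible HEK293 TREx D2 line plated overnight at 30 C. After 180 s compound exposure, an EC80 dopamine challenge follows with another 180 s kinetic read to detect antagonism.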
An asterisk follows results filed as active; u = inconclusive; x = no result given; & = joins results of further samples; [ ] = remark or other dose. Unless noted, calls follow the shape of the dose curve; as a rule, active = well fitted curve in the direction sought with a large enough effect; inconclusive = small, poorly fitted or top-dose-only effect, or another doubt; inactive = no such curve, though single readings can be large; an effect the other way counts as inactive or inconclusive. Only part of the results is shown (hit frequency here may not be typical).

SMILES	D2 ag	Vif-A3G inh	RGS4 inhibitor	GRP78 ERSR act	ERG-DNA inh	12-LOX inh	Vif-APOBEC3F blk	LDHA block	D2 antagonist
COCCCn1c(SCC(=O)Nc2ccc(F)cc2)nc2c(sc3ccccc32)c1=O	0.0	-1%	14%	-2%	0%	0%	9%	-10	x
CC(=O)c1cccc(NC(=O)c2cccc(N3C(=O)c4ccccc4C3=O)c2)c1	-0.2	0%	-52%	-5%	17%	u	-16%	-2	1
COc1ccc(S(=O)(=O)Nc2cccc3cccnc23)c([N+](=O)[O-])c1	x	u	-13%	u	x	x	x	6	x
Cc1nc2ccccn2c1C(=O)NN=C1C2CC3CC(C2)CC1C3	-0.1	-10%	-9%	-1%	0%	-7%	-4%	0	0
N#Cc1c2c(nc(N)c1-c1ccccc1)CCCCC2	-0.8	2%	-1%	-4%	-7%	-21%	-7%	-2	4
Cc1cc(OCC(O)CN2CCc3ccccc3C2)cc(C(C)C)c1 (configuration not stated)	-0.6	-6%	4%	-1%	-2%	u	-17%	2	-5
Cc1ccccc1C(=O)N1CCC(C(=O)NC2CCCC2)CC1	-2.0	4%	7%	-4%	-9%	0%	1%	-7	-7
NC(=O)C1(N2CCCCC2)CCN(S(=O)(=O)c2ccc(Cl)s2)CC1	0.3	2%	17%	-3%	-2%	-2%	0%	-2	-15
CCN(C(=O)c1cc(Cl)ccc1OC)c1ccccc1	-0.1	-1%	11%	-1%	0%	-16%	1%	-1	1
COc1ccc(C)cc1NC(=O)c1cc(S(=O)(=O)N2CCCCC2)c[nH]1	0.0	-15%	-13%	-3%	-1%	0%	-2%	-5	x
O=C(Nc1nccs1)C(F)(F)C(F)(F)C(F)(F)C(=O)Nc1nccs1	1.0	-1%	12%	-5%	0%	0%	8%	0	-2
CNC(=O)CC1C(=O)N(c2ccc(F)cc2)C(=S)N1NC(=O)c1ccc(Cl)cc1 (configuration not stated)	-0.2	-8%	-13%[56.9 µM]	7%	4%	448%[activator]	-1%	0	5
CC(=O)c1ccc(N2Cc3ccccc3/C2=N\C(=O)Nc2ccc(Cl)cc2)cc1	0.6	-6%	-19%	3%	-5%	-5%	-23%	3	-7
CNc1nc(-c2ccccc2)cc(-c2ccccc2)n1	-0.5	-1%	-23%	-1%	1%	3%	-6%	-2	24
O=C(/C=C/c1ccc(Cl)cc1)N(c1ccccn1)C1CCCCC1	-0.5	-2%	-22%	0%	0%	-15%	-11%	-1	-12
O=S(=O)(NCc1nnc2ccccn12)c1ccc(Cl)cc1	1.1	0%	-17%	-4%	14%[15.4 µM]	u	-5%	-6	20
O/N=C1/CCCCC1c1ccccn1 (configuration not stated)	0.3	1%	-35%	-2%	-2%	0%	-3%	5	-2
COc1cc2ccccc2cc1C(=O)OCC(=O)N1CCOCC1	x	2%	-43%	-2%	-2%	6%	0%	-4	x
Cc1ccc(NC(=O)C(=O)N2CCCC2)cc1Cl	-0.6	-1%	22%	9%	6%	0%	2%	-4	12
Cc1ccc(CSc2nc(=O)c3c(n2C)NC(=O)CC3c2ccc(OC(C)C)cc2)cc1 (configuration not stated)	x	1%	-6%	3%	3%	0%	-7%	-5	x
CCOC(=O)C[N+](C)(C)CCOC1CC2CCC1(C)C2(C)C (configuration not stated)	-1.1	2%	27%	-4%	-10%	-19%&-9%	0%	-7&-20	-8
CCOc1ccc(NC(=O)c2ccc(N3CC4CC(C3)c3cccc(=O)n3C4)c(N)c2)cc1 (configuration not stated)	-0.5	-1%	-16%	-2%	4%	-4%	4%	-15	-1
CCc1ccccc1N(C(=O)c1cccs1)C1C=CS(=O)(=O)C1 (configuration not stated)	0.0	-3%	12%	-1%	x	-1%	-12%	-3	8
COc1cc(CN2CCC(C(=O)N3CCCC(C)C3)CC2)cc(Br)c1O (configuration not stated)	0.3	2%	13%	-6%	4%	u	2%	-8	-7
O=C(Nc1sc2c(c1C(=O)NCCO)CCCC2)c1ccco1	-0.7	5%	6%	-7%	7%	-6%	-6%	-17	2
C=CC[n+]1c(-c2ccc(Cl)cc2Cl)csc1Nc1ccc(NC(C)=O)cc1	-0.6	-9%	0%	-13%	-1%	u	19%	-5	-45
COc1cc2c(cc1OC)C(/C=C/c1ccco1)=NCC2	0.9	-10%	-31%	-2%	-2%	u	-6%	2	-32
Cc1ccc(Nc2cc(-c3ccccc3)nc3ncnn23)cc1	-0.2	-2%	1%	-3%	7%	102%[activator]	u	-5	33*
CCOC(=O)C1CCCCN1Cc1ccc(F)c(Br)c1 (configuration not stated)	0.8	0%	-5%	-4%	-3%	u	4%	-22	-14
Cc1ccc(CSc2nnc(-n3c(=O)c(C#N)cc4c(=O)n5cccc(C)c5nc43)s2)cc1	0.6	x	1%	x	-3%	-5%	x	-1	x
NC(=O)COc1ccc2cc(-c3ccc(F)cc3)c(=O)oc2c1	0.9	-8%	-37%	2%	-3%	37%[activator]	14%	-2	6
COc1ccc(C(CNC(=O)c2cncc(Br)c2)N(C)C)cc1 (configuration not stated)	-0.1	6%	-15%	0%	-5%	-17%	13%	-3	16
CCC1(c2ccc(OC)cc2)NC(=O)N(CC(=O)NC2CCCCC2C)C1=O (configuration not stated)	-0.2	0%	-4%	0%	5%	316%[activator]	-1%	0	-12
CC1(C(=O)NS(=O)(=O)c2ccc(Cl)cc2)CCN1C(=O)c1cccc(F)c1 (configuration not stated)	x	1%	x	-2%	x	u	x	-10	x
CC(=O)Nc1ccc(S(=O)(=O)NCC(=O)OC(C)c2ccccc2Cl)cc1 (configuration not stated)	0.6	-4%	-10%	0%	-9%	0%	2%	0	6
Cc1cccc(CSCCNC(=O)C2CCN(S(=O)(=O)Cc3ccccc3)CC2)c1	1.0	4%	-19%	0%	-2%	-11%	2%	-1	x
CCc1ccccc1NC(=O)Nc1ccc(F)cc1F	-1.4	-9%	2%	-4%	-5%	-3%	5%	-13	11
COc1cc(OC)cc(C(=O)NNC(=O)c2cc3c(s2)CCCC3)c1	1.0	-4%	-8%	-4%	-11%	415%[activator]	-1%	2	-5
CN(C)S(=O)(=O)c1ccc(N2CCCC2)c(C(=O)OCC(=O)N2CCN(c3ccccc3)CC2)c1	-0.4	0%	21%	-3%	-2%	3%	2%	1	-12
C=CCn1c(=O)c2ccccc2n2c(SCc3nc(N)nc(Nc4ccccc4C)n3)nnc12	0.2	0%	-6%	-4%	u	16%	1%	3	-28

3 compounds already listed, ordered by length of the SMILES, low to high.
SMILES	D2 ag	Vif-A3G inh	RGS4 inhibitor	GRP78 ERSR act	ERG-DNA inh	12-LOX inh	Vif-APOBEC3F blk	LDHA block	D2 antagonist
NC(=O)COc1ccc2cc(-c3ccc(F)cc3)c(=O)oc2c1	0.9	-8%	-37%	2%	-3%	37%[activator]	14%	-2	6
COc1cc(OC)cc(C(=O)NNC(=O)c2cc3c(s2)CCCC3)c1	1.0	-4%	-8%	-4%	-11%	415%[activator]	-1%	2	-5
Cc1cccc(CSCCNC(=O)C2CCN(S(=O)(=O)Cc3ccccc3)CC2)c1	1.0	4%	-19%	0%	-2%	-11%	2%	-1	x

(list continues)
SMILES	D2 ag	Vif-A3G inh	RGS4 inhibitor	GRP78 ERSR act	ERG-DNA inh	12-LOX inh	Vif-APOBEC3F blk	LDHA block	D2 antagonist
O=C(NCC1CCCO1)c1cccc(S(=O)(=O)Nc2cccc(C(F)(F)F)c2)c1 (configuration not stated)	x	2%	-11%	-2%	28%	-1%	8%	0	x
O=C(N/N=C/c1cccc2ccccc12)c1cc(C2CC2)[nH]n1	0.4	-1%	13%	-3%	-12%	11%	-3%	-5	-15
COc1cc([N+](=O)[O-])ccc1NC(=O)NCc1cccnc1	1.2	-9%	-14%	-1%	-3%	-12%	2%	-1	29
Cc1c(Cl)c([N+](=O)[O-])nn1CC(=O)NC12CC3CC(CC(C3)C1)C2	0.6	3%	-12%	-1%	0%	-24%	-6%	-5	-16
O=C(NCCNc1ccc([N+](=O)[O-])cc1C(F)(F)F)c1ccc(F)cc1	-1.1	0%	-16%	-2%	-4%	-6%	-6%	-2	-7
CC(C)c1nc2ccc(C(=O)NCCCN3CCN(c4ccc(F)cc4)CC3)cc2o1	1.0	3%	1%	-4%	0%	-16%	-2%	0	x
COc1cc(Cl)c(C)cc1NC(=O)CSCC#N	-1.1	-7%	-3%	2%	1%	-25%	-17%	7	7
O=C(COC(=O)c1ccccc1NCc1ccco1)Nc1ccc2c(c1)OCO2	-1.0	-8%	-13%	2%	-2%	10%	1%	-4	0
CCCOc1cccc(C(=O)O)c1	-0.4	1%	-12%	-3%	-11%	66%[activator]	6%	-6	-5
CN1CCN(c2ncnc3c2c(-c2ccccc2)cn3-c2ccc(F)cc2)CC1	-0.1	0%	-18%	-4%	1%	-29%	0%	-7	-1
COc1cc(OC)cc(-c2nc3nc(C)c(CCC(=O)O)c(C)n3n2)c1	0.3	0%	0%	-12%	0%	0%	4%	-6	23
COc1cc(C(=O)NCCCN2CCCC2=O)ccc1OCc1ccc(Cl)cc1Cl	0.7	0%	4%	-1%	-3%	u	-25%	-3	6
